HSP90 inh = HSP90 inhibitors, primary screen, cell lysate, luminescence; inhibition, % at 5.6 µM; Heat shock protein HSP 90 (rabbit reticulocyte lysate; luciferase refolding); Rabbit reticulocyte lysate, luciferase refolding luminescence, 3 h; hit rate 0.91% among 290,000;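 active = inhibition above the screen-wide mean plus 3 SD, computed separately per campaign, cut at about 16% in these data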;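 also: 0% = DMSO wells and 100% = 60 µM geldanamycin wells; inhibitors lower the luminescence because luciferase stays unfolded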
IEC-6 cytotox = cytotoxicity in IEC-6 intestinal epithelial cells, primary screen, cytotoxicity control for KLF5 inhibitor project, cell-based, luminescence; IEC-6 cytotoxicity, luminescence viability; inhibition, % at 5 µM; hit rate 0.78% among 290,000; AID 1825, 2009; in the data active = inhibition above about 22%;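 also: 0% = plate median of test compound wells and 100% = cytotoxic reference compound wells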
HDAC3 inhib = HDAC3 deacetylase inhibitors, primary screen, biochemical, fluorescence, cell-free homogeneous; inhibition, % at 8.3 µM; hit rate 0.15% among 320,000; Histone deacetylase 3 (Homo sapiens), O15379; recombinant HDAC3, fluorogenic peptide/trypsin coupled; in the data active = inhibition above about 26%, passing the limit was not always enough; inconclusive = no clear call, values can overlap the other calls
Target sequence (O15379 whole entry, looked up): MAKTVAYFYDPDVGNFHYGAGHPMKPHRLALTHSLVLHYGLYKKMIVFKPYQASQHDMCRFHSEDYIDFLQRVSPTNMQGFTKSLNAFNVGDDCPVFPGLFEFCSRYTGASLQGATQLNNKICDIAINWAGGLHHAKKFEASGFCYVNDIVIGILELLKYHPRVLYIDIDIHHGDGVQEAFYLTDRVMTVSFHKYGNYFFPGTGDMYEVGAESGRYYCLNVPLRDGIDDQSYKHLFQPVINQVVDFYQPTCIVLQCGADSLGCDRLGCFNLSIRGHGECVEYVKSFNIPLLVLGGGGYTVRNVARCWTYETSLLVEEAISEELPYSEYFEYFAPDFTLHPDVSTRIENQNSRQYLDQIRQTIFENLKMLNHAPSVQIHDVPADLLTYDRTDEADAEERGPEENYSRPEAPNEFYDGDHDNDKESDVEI
Platelet DG rel = inhibitors of platelet dense granule secretion, primary screen, cell-based, MLPCN, human platelets | inhibition, %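 (compounds screened at 7.5 µM in platelet-rich plasma)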 | human platelet-rich plasma, SFLLRN dense granule ATP release, luminescence | AID 1663, 2009 | hit rate 0.22% among 300,000;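 active = mean replicate score, as percent of positive control, at or above 50; inconclusive = mean below 50 but at least one replicate at or above 50; inactive = mean and every replicate below 50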
aSyn 5UTR inh = MLPCN primary screen, SNCA 5' untranslated region | AID 1813, 2009 | alpha-synuclein 5'UTR reporter, inhibitor activity | hit rate 0.82% among 300,000 | inhibition, % (tested at 7.5 µM); in the data active = inhibition above about 60%; inconclusive = no clear call, values can overlap the other calls;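 also: H4 neuroglioblastoma cells stably carrying SNCA 5'UTR luciferase fusion; 0% = DMSO wells and 100% = positive control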
HIF activator = HIF pathway transcriptional activators, primary screen, cell-based, U2OS HRE-luciferase, luminescence | hit rate 0.32% among 300,000 | activation, % at 7.5 µM (by protocol) | U2OS HRE-luciferase reporter; normalized: DMSO 0%, desferrioxamine 100%;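 active = mean activation of at least 10% of the iron chelator positive control signal, with at least half of replicates also reaching 10%; inconclusive = mean and replicate majority disagree about reaching 10%; inactive = mean and most replicates under 10%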
HSF-1 act = HSF-1 activators, primary screen, NIH3T3-HGL cells, MG132 stress, luminescence, single point; NIH3T3-HGL HSF-1 luciferase reporter, 8 h; 100% = twice DMSO control signal; activation, % at 9 µM; hit rate 1.7% among 300,000;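 active = mean replicate activation of at least 50% with a set share of replicates each reaching 50%; inconclusive = only one of those two conditions met; inactive = mean below 50% and too few replicates reaching it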;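 also: 0% = median of the neutral control wells and 100% = twice that signal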
KLF5 inhibitor = KLF5 expression inhibitors, primary screen, DLD-1 cells, luminescence. AID 1700, 2009. DLD-1 KLF5 promoter-luciferase reporter. hit rate 0.23% among 290,000. inhibition, % at 5 µM;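 active = inhibition above a per-plate limit of that plate's mean compound inhibition plus 3 SD, cut at about 60% in these data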;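 also: 0% = DMSO wells and 100% = LY294002 at 200 µM; higher means less KLF5 promoter-driven luciferase light; inactives centre near -14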
AI-2 QS modul = Vibrio harveyi AI-2 quorum sensing modulators, primary screen, JMH597 strain, luminescence/OD600 ratio; Vibrio harveyi JMH597 AI-2 luminescence/OD600 ratio, 9 h; stronger effect = lower value; strain lacks LuxN and CqsS sensors; 0 = neutral-control median; activity change, % at 7.5 µM; hit rate 0.4% among 300,000; in the data active = activity change below about -75%, passing the limit was not always enough; inconclusive = no clear call, values can overlap the other calls;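 also: luminescence divided by OD600 gain over 9 h not by final OD600 alone; inactives centre near 13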
HSF1 inh = HSF1 inhibitors in luciferase reporter cells, primary screen, cell-based, NIH3T3, luminescence | activity change, negative = inhibition, % at 7.5 µM (by protocol) | AID 2098, 2009 | hit rate 0.77% among 300,000 | NIH3T3-HGL HSE-luciferase, MG132-induced, luminescence 8 h; stronger effect = lower value;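 active = more than half of replicate wells show activity change below -50%, luminescence cut by over half; inconclusive = some wells, but at most half, below -50%; inactive = no replicate well below -50%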;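 also: luciferase reports HSF-1 transcriptional activity via heat shock element; 0% = median of DMSO wells and -100% = zero luminescence signal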
Active calls of the source: *; ? = inconclusive; / = not tested or not shown.

SMILES	HSP90 inh	IEC-6 cytotox	HDAC3 inhib	Platelet DG rel	aSyn 5UTR inh	HIF activator	HSF-1 act	KLF5 inhibitor	AI-2 QS modul	HSF1 inh
Cc1ccc(S(=O)(=O)NCc2cccnc2)s1	2	2	-2	-18	27	-0.2	-5	1	13	-6
CN1C(=O)CC(Sc2ncccc2C(=O)O)C1=O (stereo not drawn)	-5	-7	-4	7	16	-0.5	-6	-27	10	-5
Cc1nc(C(C)NC(=O)CCc2nnc(Cc3c[nH]c4ccccc34)o2)cs1 (stereo not drawn)	2	-1	0	-9	26	-0.8	-10	0	16	-8
CC(C)CNc1nnnc2c1sc1nc(N3CCOCC3)c3c(c12)CC(C)(C)SC3	-1	-1	-3	15	48	-4.4	-20	-2	22	-12
Cc1ccccc1C(=O)N1CCC(C(=O)Oc2ccc(C#N)cc2)CC1	4	0	16	-2	-5	-1.0	-6	-20	3	-3
Cc1ccc(N2C(=O)C(O)(C(F)(F)F)C3=C2CC(C)(C)CC3=O)cc1C (stereo not drawn)	0	5	3	6	-3	0.0	-9	23	13	1
COc1ccc(C(=O)NCCNC(=O)c2ccc(OC)cc2)cc1	/	/	8	-7	-14	0.1	-7	/	22	-6
O=C(Nc1cc(=O)[nH]c2nc(-c3ccccc3)nn12)c1ccc(Cl)cc1	4	-5	4	15	6	-0.6	-14	-21	13	0
CCOc1cccc(C2C(C#N)=C(N)Oc3cc(C)[nH]c(=O)c32)c1OCC (stereo not drawn)	-1	-1	4	3	2	-0.1	0	7	17	7
CS(=O)(=O)N1CCN(CCN2C(=O)c3cccc4cccc(c34)C2=O)CC1	1	6	?	-2	-12	0.0	11	0	-18	12
CC(NC(=O)c1ccccc1)c1ccc(Br)cc1 (stereo not drawn)	8	2	3	7	-21	-0.9	2	-26	6	-1
COc1ccc(Nc2nc(N)c([N+](=O)[O-])c(N3CCOCC3)n2)cc1	-3	-3	-4	-2	6	0.4	6	-19	14	1
CCOc1ccc(CC(=O)N/N=C/c2sccc2C)cc1	-2	0	1	9	-5	-0.4	8	-39	18	-2
CSc1nnc2ccc(-c3ccccn3)nn12	-3	-2	2	0	5	0.1	20	-13	20	5
CCc1cccc(NC(=O)CSc2nc3c(c(=O)[nH]2)CCCC3)c1	4	4	-1	2	16	/	/	-35	10	/
CN(CCCC(=O)N1CCCC(C(N)=O)C1)S(=O)(=O)c1ccc(F)cc1 (stereo not drawn)	2	-1	-3	-11	-14	0.7	0	-26	8	-9
COc1ccc(/C=N/NC(=O)Cc2n[nH]c(=O)[nH]c2=O)cc1	0	-1	-2	5	-9	0.2	-8	-40	3	0
Cc1cc(-c2nn(-c3ccccc3F)cc2CN2CCN(c3ccncc3)CC2)c(C)s1	0	-2	8	-3	-34	0.2	21	1	2	4
CN(CC(=O)Nc1ccccc1Br)C(=O)CNC(=O)c1ccc2c(c1)OCO2	/	/	4	8	-3	-0.1	-3	/	16	-1
O=C(CCN1C(=O)S/C(=C\c2ccccc2)C1=O)NCCCn1ccnc1	-3	-4	0	1	14	0.1	-28	-31	33	-10

Next part, overlapping the part above by two compounds.
SMILES	HSP90 inh	IEC-6 cytotox	HDAC3 inhib	Platelet DG rel	aSyn 5UTR inh	HIF activator	HSF-1 act	KLF5 inhibitor	AI-2 QS modul	HSF1 inh
CN(CC(=O)Nc1ccccc1Br)C(=O)CNC(=O)c1ccc2c(c1)OCO2	/	/	4	8	-3	-0.1	-3	/	16	-1
O=C(CCN1C(=O)S/C(=C\c2ccccc2)C1=O)NCCCn1ccnc1	-3	-4	0	1	14	0.1	-28	-31	33	-10
O=C(Nc1ccc2c(c1)OCCO2)c1cc(F)c(F)cc1Cl	0	-2	1	8	-195	1.8	34	-104	-5	24
Cc1[nH]c2ccccc2c1CC#N	0	6	-4	3	-35	-0.3	-15	-5	2	-3
Cc1cc(=O)[nH]c(N/N=C/c2ccc3c(c2)OCCO3)n1	-1	10	8	5	-42	0.6	16	-22	4	5
NS(=O)(=O)c1ccc(CCNC(=O)c2ccccc2F)cc1	-1	-5	-10	-1	22	2.4	-6	-41	9	2
CCCCOc1ccc(C(=O)NCC(=O)NC(C)CCc2ccccc2)cc1 (stereo not drawn)	-2	-3	3	1	15	-0.6	14	-26	8	3
Cc1ccc2ncnc(NCCC(=O)O)c2c1	3	3	3	-4	0	-0.1	-9	7	11	-1
CCCOc1ccc(-c2c(C(=O)N/N=C(\C)c3ccco3)nnn2-c2nonc2N)cc1	9	5	5	1	17	-0.3	-6	-4	2	-2
Cc1cccc(C(=O)NNC(=O)Nc2ccccc2)c1	1	2	2	5	11	0.2	-9	-9	22	-13
COC(=O)c1ccc(N2C(=O)CC(N(C)Cc3ccccc3)C2=O)cc1 (stereo not drawn)	-4	-4	-10	-1	-29	-0.4	13	-11	19	-2
COc1cc(C2C(C(=O)Nc3ccc(F)cc3)=C(C)Nc3nc(CCCO)nn32)cc(OC)c1OC (stereo not drawn)	/	/	-5	4	9	0.0	4	/	24	-1
CC1CCN(C(=O)CSc2nnc3ccc(-c4cccnc4)nn23)CC1	/	/	-2	1	-5	-0.6	-7	/	28	-6
CCn1c(=O)cc(OCC(=O)N2CCCC2)c2ccccc21	1	16	1	1	-5	0.2	4	-14	30	3
CCc1cccc(C)c1NC(=S)NCc1cccn1C	5	5	0	2	-8	-0.5	16	-12	17	-2
Cc1ccc2nc(-c3ccc(O)cc3)c(Nc3ccc4c(c3)OCCO4)n2c1	-3	2	-100	-1	5	2.3	13	-157	19	15
O=C(NCCCN1CCOCC1)C(=O)NCC1CCCO1 (stereo not drawn)	0	3	-1	-8	2	0.6	-4	-19	6	-11
CCOC(=O)c1ccc(NC(=O)c2nc[nH]c2C(=O)NCC(=O)OC(C)(C)C)cc1	/	/	-3	3	36	-0.3	-21	/	9	-6
C=CCC(C(=O)c1ccccc1)[N+](C)(C)CC=C (stereo not drawn)	-2	-5	-1	4	-13	-0.4	-14	-37	20	-2
O=C(NCc1ccccc1)C(c1ccncc1)N(C(=O)c1ccccn1)c1ccccc1 (stereo not drawn)	-4	-3	-1	2	-57	0.4	-1	-23	9	-1
COc1ccc(N2CCN(C(=O)CCS(=O)(=O)c3ccc4c(c3)NC(=O)CO4)CC2)cc1	-2	-6	-13	-9	17	0.4	-9	-22	11	-5
Cc1cccc(C)c1OCC(=O)Nn1c(C)nc2ccccc2c1=O	2	-1	-3	0	16	-0.8	21	-30	9	-1
C=C(C)Cn1c(SCC)nc2ccccc2c1=O	-3	4	8	0	21	0.3	-4	-20	20	3
COc1ccccc1CNC(=O)C1CCCN(c2cnccn2)C1 (stereo not drawn)	5	6	-4	-4	-5	0.7	-21	5	13	3
COc1ccc(CCn2nnnc2CN2CCN(C(=O)c3ccco3)CC2)cc1OC	-2	-6	-7	-1	17	-0.3	-11	-11	7	0
COC(=O)CNC(=O)C1CCN(C(=O)OCc2ccccc2)CC1	6	4	-7	1	-8	-0.1	-4	-18	21	10
O=C1c2cccc3c2N(CCC3)C(=O)C1(F)c1ccccc1 (stereo not drawn)	/	/	1	-1	10	0.1	16	/	-5	-3
Cc1ccc(S(=O)(=O)N(C)Cc2ccc(C(=O)N/N=C/c3ccc(OC(F)F)cc3)cc2)cc1	1	4	3	2	19	-0.6	7	-6	26	0
FC(F)(F)C1=CC(c2ccc(Cl)cc2)=NCCN1	1	9	-3	/	/	/	/	-1	16	/
Cc1ccc(NC(=O)CCc2nnc3ccc(NCc4ccco4)nn23)nc1	-3	-8	-1	-31	2	-0.1	7	10	29	1
CCN(CC)S(=O)(=O)c1ccc(C(=O)OCC(=O)NCCN2C(=O)CSC2=O)cc1	1	1	0	2	-20	-0.4	-2	-3	35	-8
COc1ccc(NC(=O)CN(c2cc(C)cc(C)c2)S(=O)(=O)c2c(C)noc2C)cc1OC	-3	2	6	-3	9	/	-10	-9	21	0
CCc1ccc(NC(=O)Cn2nc(C(F)(F)F)c3c2CCC3)cc1	0	4	7	-4	25	-0.4	21	-12	-1	5
FC(F)(F)c1cccc(Cn2nnnc2-c2cc(Cl)cc(Cl)c2)c1	0	6	11	-1	23	-0.2	?	-2	-5	11
Cc1c(CCOC(=O)c2ccccc2)sc[n+]1Cc1ccccc1	3	2	-11	-8	-33	0.9	-2	-11	2	1
FCCCOc1ccc(-c2nccc(-c3ccccn3)n2)cc1	-2	10	1	2	-63	1.5	25	-42	3	5
COc1ccccc1NS(=O)(=O)c1cc(NC(=O)CCNC(C)=O)ccc1C	-5	-4	-4	0	19	-1.1	3	-17	-19	0
Cc1cc(C)c(C)c(S(=O)(=O)N2CCNCC2)c1C	4	12	1	-2	4	0.1	24	7	17	3
Cc1nn2c(N3CCN(c4ccccn4)CC3)cc(C(C)C)nc2c1-c1ccccc1	3	0	/	1	29	-0.5	-6	5	16	-4
COC(=O)C1=C(C)NC(=O)CC1c1ccccc1OC (stereo not drawn)	1	0	3	-4	2	-0.4	-9	-17	2	-4
O=C1N(c2ccc(Cl)c(Cl)c2)CN(Cc2ccccc2)CN1n1cnnc1	0	7	0	10	24	-1.1	-17	20	14	-7
CC(C)C(=O)N1CCN(S(=O)(=O)c2ccc3ccccc3c2)CC1	0	-4	-2	8	12	-1.2	-3	-8	/	-14
CCOc1ccc(NC(=O)CN(C)C(=O)c2ccc(-c3ccc(C(C)=O)cc3)o2)cc1OCC	/	/	-4	5	-29	1.8	17	/	-6	2
Cc1ccc(Cl)c(OCC(=O)Nc2ccccc2N2CCCCC2)c1	/	/	0	26	25	0.0	-5	/	0	8
COc1cccc(C(=O)Nc2cnn(C(C)C)c2)c1	-5	2	2	5	-114	2.6	37	-114	23	22
Cn1c(NC(=O)c2ccc(Cl)cc2)cc(=O)n(C)c1=O	6	5	-1	-4	7	-0.1	3	-18	10	0
O=C(NC1(O)C(=O)c2ccccc2C1=O)c1ccccc1	2	-5	1	14	-8	-0.5	2	-32	23	9
CC1CC(C)(C)N(C(=O)CSc2ccc(-c3ccc(F)cc3)nn2)c2ccccc21 (stereo not drawn)	0	4	14	-7	1	/	13	-10	7	1
Cc1cc(Cl)ccc1NC(=S)NCc1ccccc1	1	0	0	-5	13	-37	-1	-10	-15	-4
c1ccc(-c2ccc3c(c2)NCCN3)cc1	4	-6	-5	-8	-113	1.9	32	-41	18	20
Nc1nc(-c2ccc3ccccc3c2)c(C2(O)C(=O)Nc3c(Br)cc(F)cc32)s1 (stereo not drawn)	4	2	-5	-6	-21	0.2	-4	-10	21	-2

High-throughput results deposited in PubChem by several laboratories.
